Screens deposited in PubChem BioAssay by The Scripps Research Institute Molecular Screening Center.
pPAFAH FP inh: pPAFAH enzyme inhibitors, primary screen, biochemical, fluorescence polarization, human; Platelet-activating factor acetylhydrolase (Homo sapiens), Q13093; recombinant pPAFAH, FP-rhodamine probe fluorescence polarization; inhibition, % at 3.39 µM; hit rate 1.5% among 330,000;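 active = inhibition above the mean inhibition across the screen plus 3 SD, cut at about 25% in these data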;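 note: inhibitors block binding of the rhodamine activity-based probe so polarization drops; 0% = enzyme with DMSO and 100% = wells lacking pPAFAH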
LYPLA1 inh: LYPLA1 inhibitors, primary screen, counter-screen for PME1 inhibitor project, biochemical, fluorescence polarization, FP-Rh probe ABPP. hit rate 0.16% among 320,000. Acyl-protein thioesterase 1 (Homo sapiens), O75608. recombinant LYPLA1. inhibition, % at 5.9 µM. AID 2174, 2009;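 active = inhibition above the mean of all tested compounds plus 3 SD, set per campaign, cut at about 14% in these data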;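 note: inhibitors block serine hydrolase probe labeling of LYPLA1 so polarization falls; 0% = enzyme with DMSO and 100% = wells lacking LYPLA1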
Target sequence (O75608 whole entry, looked up): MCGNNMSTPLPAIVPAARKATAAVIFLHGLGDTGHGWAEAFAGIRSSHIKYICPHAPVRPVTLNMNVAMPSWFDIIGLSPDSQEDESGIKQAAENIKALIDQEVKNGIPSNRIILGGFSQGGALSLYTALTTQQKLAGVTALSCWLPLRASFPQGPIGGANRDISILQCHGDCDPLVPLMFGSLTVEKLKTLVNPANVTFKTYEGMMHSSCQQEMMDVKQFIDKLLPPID
PAFAH1B3 inh: PAFAH1B3 enzyme inhibitors, primary screen, biochemical, fluorescence polarization, human. Platelet-activating factor acetylhydrolase IB subunit alpha1 (Homo sapiens), Q15102. recombinant PAFAH1B3, FP-rhodamine probe. inhibition, % at 3.39 µM. hit rate 0.28% among 340,000. AID 492972, 2010;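 active = inhibition above the screen-wide average of all tested compounds plus 3 SD, cut at about 25% in these data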;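 note: 0% = enzyme with DMSO only and 100% = wells lacking PAFAH1B3 protein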
Target sequence (Q15102 whole entry, looked up): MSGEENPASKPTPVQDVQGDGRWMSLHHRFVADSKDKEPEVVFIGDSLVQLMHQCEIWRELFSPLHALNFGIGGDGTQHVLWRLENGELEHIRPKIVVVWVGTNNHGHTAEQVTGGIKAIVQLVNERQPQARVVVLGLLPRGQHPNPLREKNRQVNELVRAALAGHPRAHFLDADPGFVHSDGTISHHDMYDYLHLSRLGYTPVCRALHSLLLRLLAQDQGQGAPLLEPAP
PME-1 primary: PME-1 inhibitors via competitive probe labeling, primary screen, biochemical, fluorescence polarization, FP-Rh probe, HTS; inhibition, % at 5.9 µM; AID 2130, 2009; hit rate 0.53% among 320,000; recombinant PME-1;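 active = inhibition above the campaign mean of all compounds plus 3 SD, cut at about 26% in these data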;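 note: competitive labeling of PME-1 active site by serine hydrolase directed probe; 0% = PME-1 with DMSO and 100% = wells lacking PME-1 enzyme; inhibitors block probe labeling so polarization falls and inhibition rises; many of its hits are not listed in these tables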
PAFAH1B2 FP inh: PAFAH1B2 enzyme inhibitors, primary screen, biochemical, fluorescence polarization, human | hit rate 1.2% among 340,000 | inhibition, % at 3.39 µM | AID 492953, 2010 | recombinant PAFAH1B2, FP-rhodamine activity probe | Platelet-activating factor acetylhydrolase IB subunit alpha2 (Homo sapiens), P68402;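 active = inhibition above the mean of all tested compounds plus 3 SD, cut at about 24% in these data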;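 note: 0% = enzyme with DMSO and 100% = wells lacking PAFAH1B2; many of its hits are not listed in these tables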
Target sequence (P68402 whole entry, looked up): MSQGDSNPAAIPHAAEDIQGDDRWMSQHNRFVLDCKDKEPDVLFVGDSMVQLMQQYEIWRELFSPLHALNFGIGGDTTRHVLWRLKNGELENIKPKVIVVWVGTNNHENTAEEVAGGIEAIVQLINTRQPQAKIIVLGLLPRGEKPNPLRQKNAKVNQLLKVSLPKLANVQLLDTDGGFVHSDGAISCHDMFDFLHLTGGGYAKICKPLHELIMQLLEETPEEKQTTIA
PAFAH2 inh: PAFAH2 enzyme inhibitors, primary screen, biochemical, fluorescence polarization, human; Platelet-activating factor acetylhydrolase 2, cytoplasmic (Homo sapiens), Q99487; hit rate 0.99% among 340,000; inhibition, % at 3.39 µM; recombinant PAFAH2, FP-rhodamine activity probe; AID 492956, 2010;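 active = inhibition above the mean over all tested compounds plus 3 SD, cut at about 30% in these data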;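 note: inhibitors block probe labeling of enzyme so polarization drops; 0% = enzyme with DMSO and 100% = wells lacking PAFAH2 protein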
GSTO1 counter: inhibitors of recombinant GSTO1, primary screen, counter-screen for RBBP9 inhibitor project, biochemical, fluorescence polarization; activity-based probe fluorescence polarization; inhibition, % at 5.96 µM; hit rate 1.1% among 300,000; AID 1974, 2009;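 active = inhibition above the campaign mean inhibition plus 3 SD, cut at about 35% in these data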;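 note: 0% = GSTO1-1 with DMSO and 100% = wells lacking GSTO1-1 enzyme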
Target sequence (P78417 whole entry, looked up): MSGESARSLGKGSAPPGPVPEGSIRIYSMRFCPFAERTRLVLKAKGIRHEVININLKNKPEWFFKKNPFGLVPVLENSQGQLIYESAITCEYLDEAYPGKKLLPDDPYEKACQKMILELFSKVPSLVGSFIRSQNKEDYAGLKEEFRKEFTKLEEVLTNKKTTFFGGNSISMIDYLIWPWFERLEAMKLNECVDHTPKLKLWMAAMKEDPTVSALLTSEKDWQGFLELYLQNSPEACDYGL
Fam108B counter: mouse Fam108B serine hydrolase inhibitors, primary screen, counter-screen for RBBP9 inhibitor project, biochemical, fluorescence polarization. recombinant Fam108B, FP-Rh probe fluorescence polarization. inhibition, % at 9.51 µM. hit rate 0.33% among 300,000;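 active = inhibition above the screen mean inhibition plus 3 SD, computed separately per campaign, cut at about 18% in these data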;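 note: inhibitors lower polarization as less probe binds the enzyme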
PAD4 FP inh: human PAD4 inhibitors, primary screen, biochemical, fluorescence polarization, 1536-well format; inhibition, % at 6.36 µM; hit rate 0.41% among 330,000; recombinant PAD4, RCA probe fluorescence polarization; Protein-arginine deiminase type-4 (Homo sapiens), Q9UM07;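 active = percent inhibition above a cutoff equal to the mean of all tested compounds plus 3 SD, cut at about 15% in these data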;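 note: 0% = PAD4 with RCA probe and DMSO and 100% = probe without PAD4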
* hit, by the source's call; . = not tested or not shown; & = joins results of further samples. Some of the compounds tested, so the mix of outcomes need not match the whole.

Compound,pPAFAH FP inh,LYPLA1 inh,PAFAH1B3 inh,PME-1 primary,PAFAH1B2 FP inh,PAFAH2 inh,GSTO1 counter,Fam108B counter,PAD4 FP inh
C#C[C@]1(O)CC[C@H]2[C@@H]3CCC4=CC(=O)CC[C@@H]4[C@H]3CC[C@@]21C,0,-2,4,-3,-9,-4,3,4,-2
CC(=O)Nc1ccc(NC(=O)CSc2nc3[nH]ncc3c(=O)n2-c2ccccc2)cc1,3,-2,1,-7,-1,-6,7,0,8
OCCC1CN(Cc2cccc(F)c2F)CCN1CCc1ccccc1 (centres undefined),1,-1,6,-7,4,1,4,0,2
CN(Cc1ccc(Cl)cc1Cl)C(=O)c1cc(=O)c2ccccc2o1,12,-4,-7,-2,1,-17,6,-1,0
O=C(N/N=C/c1ccccn1)c1ccc(Br)cc1,0,-2,8,-9,-2,5,2,-4,-9
CCOC(=O)c1csc(NC(=O)c2ccc(OC)c(OC)c2)n1,5,-1,9,1,6,2,-2,3,0
Cc1nn(-c2ccccc2)c(N)c1C(O)(CC(=O)C(F)(F)F)C(F)(F)F (centres undefined),-3,-1,8,-2,-2,-5,0,0,2
COCCCN1C(=O)C(=O)/C(=C(/O)c2ccc(S(=O)(=O)N3CCOCC3)cc2)C1c1ccc(OC)cc1 (centres undefined),1,5,6,3,3,7,1,6,-6
Cc1nn(-c2ccc(F)cc2)c(N)c1C1(O)C(=O)Nc2ccccc21 (centres undefined),3,1,14,2,-1,2,-6,0,-2
COc1ccc2c(c1)c(C(=O)CN1CCN(c3ccccc3)CC1)c(C)n2C,8,-3,.,-4,.,.,5,2,-2
NCCCC[C@@H]1NC(=O)c2cc([N+](=O)[O-])cc(I)c2SC[C@@H](C(N)=O)NC(=O)[C@H](CCC(N)=O)NC1=O,-1,-3,-1,4,-5,-9,22,2,-1
CCOC(=O)c1cc(C(=O)NC(C)c2ccccc2)c(C)[nH]c1=O (centres undefined),0,0,-2,5,8,5,3,-2,1
O=[N+]([O-])c1cccc(-c2ccc(/C=N/NC(=S)Nc3cccc(F)c3)o2)c1,6,-7,6,3,1,-1,-11,7,-2
C=CCn1c(-c2cccc([N+](=O)[O-])c2)n[nH]c1=S,4,3,7,-1,-2,5,8,-7,3
Cc1ccccc1N1CCN(C2CCCN(C(=O)CCC3(C)CC3)C2)CC1 (centres undefined),0,-1,-1,-3,-1,3,4,0,-3
CCOc1ccc(/C=C/C(O)=C2/C(=O)N(C)C3(C)CC2c2ccccc2O3)cc1OC (centres undefined),3,-2,9,-1,3,2,2,-5,5
N=C(N)SCc1nc2ccccc2c(=O)n1-c1ccccc1,5&11,-1&1,0&1,7&5,4&5,2&5,3&4,10&12,-4&-2
CCCn1c(SCC(=O)NC(=O)NC(C)(C)C)n[nH]c1=O,-3,-3,3,4,5,-4,4,1,2
Cc1ccc2nc(SCC(=O)NCc3ccc4c(c3)OCO4)nc(=O)n2c1,9,3,3,-3,-1,1,-8,0,1
Cc1ccc(C(C)C)c(OCCCN(C)Cc2ccccc2)c1,2,2,-2,-4,2,-7,1,-1,0

(list continues)
Compound,pPAFAH FP inh,LYPLA1 inh,PAFAH1B3 inh,PME-1 primary,PAFAH1B2 FP inh,PAFAH2 inh,GSTO1 counter,Fam108B counter,PAD4 FP inh
COc1ccc(CNC(=O)COc2ccc(OC)cc2)cc1,4,-5,-2,-1,6,9,1,3,-1
CC(=O)c1ccc(OCC(=O)Nc2ccc3c(c2)CCC3)cc1,0,-5,9,-5,7,6,2,5,-1
O=C(CCS(=O)(=O)c1cccc2nonc12)Nc1cccc2c1CCCC2,3,3,-2,6,1,9,-1,-1,-6
CCN(CC(=O)N1CCC(C(N)=O)CC1)S(=O)(=O)c1ccc(Cl)cc1,-2,0,9,-1,4,-5,2,4,1
Cc1ccc(NC(=S)N(Cc2cccc(Br)c2)CC2CCC(C(=O)O)CC2)cc1Cl (centres undefined),9,1,14,-1,13,5,8,-1,2
O=C(O)c1ccccc1-c1ccccc1C(=O)NCc1ccco1,6,0,7,-1,4,3,9,0,3
Cn1c(C(=O)N2CCCC(C(=O)NCc3cccs3)C2)cc2sccc21 (centres undefined),3,-3,-7,1,-2,1,2,3,-1
COc1ccc(CCNS(=O)(=O)c2cccc3nsnc23)cc1OC,4,-3,10,3,3,-9,-2,-3,-4
CC(NC(=O)COc1ccccc1)C(=O)NC1=NCCS1 (centres undefined),4,-1,5,2,-4,-6,-3,0,1
CCOC(=O)CCc1c(C)nc2ncnn2c1C,-5,0,0,-5,-1,3,-1,-1,3
COc1ccc(Cl)cc1N/C(N)=N/c1nc(CSc2ccc(C)cc2)cc(=O)[nH]1,-4,0,1,-1,16,-15,-2,-1,2
CC1CCC(C(C)C)C(OC(=O)COC(=O)c2cc(O)ccc2N)C1 (centres undefined),12,-3,5,0,22,-1,3,2,2
Cn1c(NC(=O)c2ccccc2)cc(=O)n(C)c1=O,0,0,4,0,-5,4,3,1,2
S=C(NCCc1ccc(Cl)cc1)NC1CC1,2,4,2,7,42*,0,5,0,-4
CCCc1nnc(NC(=O)CSc2nc3ccccc3[nH]2)s1,7,-1,2,-9,-1,-3,12,-1,-2
N=C1C=CC=C2C1=NC1(CCCCC1)N2O,8,-3,-3,6,-3,1,18,2,-7
C=C(C)c1cccc(C(C)(C)NC(=O)N2CCN(c3ccc(OC)cc3)CC2)c1,2,-2,3,-4,0,3,-5,-1,-5
O=C(NCCCO)/C(=C/c1ccc(-c2cccc([N+](=O)[O-])c2)o1)NC(=O)c1ccccc1,11,2,8,-3,-1,1,6,-1,-1
CCOc1ccc(OCCC(=O)N(CC)CC(=O)Nc2ccccc2C(F)(F)F)cc1,4,1,8,4,3,-4,-2,4,1
CCOc1cc(C2C3=C(CCCC3=O)NC3=C2C(=O)CCC3)cc(Cl)c1O,-2,-3,-1,-5,-4,5,17,4,-2

Additional entries follow.
Compound,pPAFAH FP inh,LYPLA1 inh,PAFAH1B3 inh,PME-1 primary,PAFAH1B2 FP inh,PAFAH2 inh,GSTO1 counter,Fam108B counter,PAD4 FP inh
COc1ccc(CC(=O)Nc2nnc(-c3cccc([N+](=O)[O-])c3)s2)cc1,-2,-1,3,-4,0,0,9,3,-2
Fc1ccc(-n2c(=S)[nH]c3cccnc32)cc1,-4,-3,12,2,-1,-6,2,0,-8
O=C(N/N=C/c1ccncc1)c1cnccn1,4,3,7,-3,-2,0,4,-2,-2
COc1cc(OC)nc(NC(=O)CSc2nnc(-c3ccccc3)n2C2CCCCC2)n1,-2,-1,8,0,6,-2,-4,0,-2
COc1ccc(NC(=O)CN2CCN(c3ccccn3)CC2)cc1Cl,0,-3,7,-5,6,-2,8,0,-3
Cc1cccc(NC(=O)C2CCCN2C(=O)NC2CCCCC2)c1 (centres undefined),3,3,-5,-4,6,0,21,4,-2
Cc1ccc(SCC(=O)NNC(=O)CCS(=O)(=O)c2ccc(C)cc2)cc1,7,.,11,.,14,5,.,.,-5
CCCn1nc(NC(=O)C2CCCO2)c2cc3cccc(C)c3nc21 (centres undefined),5,-1,.,-1,.,.,6,-4,-1
O=C(CN1C(=O)C2C3C=CC(C4CC34)C2C1=O)Nc1cnc2ccccc2c1 (centres undefined),3,-1,-3,0,2,16,1,-1,3
NC(=O)CN1CCOCCOCCN(CC(N)=O)CCOCCOCC1,2,0,5,-3,2,-2,9,1,-1
CC1(C)Cc2c(sc3ncn(N)c(=N)c23)CO1,5,3,7,1,2,8,6,1,1
COC(=O)Cc1cnc(NC(=O)C2C3CCC(C3)C2C(=O)O)s1 (centres undefined),3,0,15,-1,3,-6,-6,0,0
CCOC(=O)C1=C(CS(=O)(=O)c2ccc(C)cc2)NC(=O)NC1c1cc(OC)c(OC)c(OC)c1 (centres undefined),5,1,6,0,0,11,5,0,-4
Cc1ccc(C)c(NC(=O)Cn2c([N+](=O)[O-])cnc2C)c1,2,1,2,7,2,-7,-2,0,-2
O=C1CCCc2[nH]nc(-c3cccnc3)c21,1,1,1,1,3,4,3,-6,-3
O=C(c1cc(-c2ccccc2)on1)N1CCc2ccccc2C1,0,1,-7,2,8,0,-1,-1,-5
CCOc1ccc(S(=O)(=O)Nc2ccc(OC)nc2)cc1,5,-2,0,0,0,-7,3,0,2
C[C@H](CO)N1C[C@H](C)[C@@H](CN(C)S(C)(=O)=O)Oc2c(NC(=O)C3CC3)cccc2C1=O,-3,.,10,.,2,0,.,.,0
COC(=O)[C@H](Cc1ccccc1)NC(=O)NCC1CCCO1 (some centres undefined),-1,4,2,6,0,1,-7,-2,-8
COC(=O)C1=C(O)C(C(=O)OC)C(c2ccc(C)cc2)C(C#N)(C#N)C1c1ccc(C)cc1 (centres undefined),-3,1,3,1,2,1,2,3,3

The results go on:
Compound,pPAFAH FP inh,LYPLA1 inh,PAFAH1B3 inh,PME-1 primary,PAFAH1B2 FP inh,PAFAH2 inh,GSTO1 counter,Fam108B counter,PAD4 FP inh
COc1c2occc2cc2ccc(=O)oc12,2,-1,4,3,-1,0,0,2,-6
COC(=O)[C@@]1(Cc2ccc(OC)cc2)[C@H]2c3cc(C(=O)N4CCCC4)n(CCn4cc([N+](=O)[O-])nc4C)c3C[C@H]2CN1C(=O)c1ccccc1,7,4,13,3,-1,7,-1,1,-3
COC(=O)N/N=C(\CCC(=O)O)c1cccs1,1,1,3,-5,5,-8,3,9,-1
Cc1ccc(NC(=O)COC(=O)c2ccnn2C)cc1,7,-5,3,-4,0,28,3,-2,-3
CS(=O)(=O)c1cccc(NC(=O)CSc2nnc3n2CCCCC3)c1,-2,1,-2,-5,6,-4,.,.,-1
CCCn1c(=N)c(S(=O)(=O)c2ccc(F)cc2)cc2c(=O)n3ccccc3nc21,2,-1,0,1,5,12,-1,-3,-4
CN(c1ccccc1)c1nc(N)c([N+](=O)[O-])c(Nc2cccc(F)c2)n1,10,-4,8,6,5,-6,2,5,1
COc1ccc(NC(=S)Nc2ccccc2)cn1,4,2,7,2,8,6,-1,1,0
COc1ccc(CC(=O)N2CC3(C)CC2CC(C)(C)C3)cc1 (centres undefined),7,0,15,2,6,3,-1,3,0
O=C(NCCc1ccccc1F)C(=O)Nc1nccs1,3,2,4,-2,1,0,-3,-1,-4
Cc1ccc(CC(=O)Nc2ccccc2N2CCOCC2)cc1C,2,5,-5,4,2,4,12,0,0
CN1CCC(=C2c3ccccc3C=Cc3ccccc32)CC1,-7,-3,-4,-6,-6,-6,1,0,-2
CC1CN(S(=O)(=O)c2cccc(C(=O)N(C)C3CCN(C)CC3)c2)CC(C)O1 (centres undefined),-2,-2,-6,1,4,0,.,.,-5
CC(C)(C)C(=O)CN1C(=O)NC(C)(Cc2ccc3c(c2)OCO3)C1=O (centres undefined),-4,-3,-6,-3,1,-3,-1,1,-8
